STAT1 activator: STAT1 signaling activation | NIH 3T3 STAT1-luciferase reporter, IFN-gamma, luminescence; 100% = IFN-gamma alone, no compound | activation (% of control), % at 5.5 µM | 200,000 compounds, 2.6% hits;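 active = activation above the screen-wide mean activation plus 3 SD, cut at about 130% in these data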;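 note: raw ratio to IFN-gamma control signal so 100% means no change and 0% no light; values of inactives mirror those of a sister screen read the other way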
STAT3 blocker: reduces IL-6 driven STAT3 reporter signal; U3A cells, IL-6 STAT3-luciferase reporter, luminescence; host cell line lacks STAT1; inhibition, % at 5.5 µM; 190,000 compounds, 0.89% hits; AID 862;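 active = inhibition above the mean inhibition across all screened compounds plus 3 SD, cut at about 44% in these data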;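 note: 0% = DMSO only wells and 100% = 100 µM nifuroxazide control wells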
NF-kB neuron act: compounds increasing NF-kB expression in human neuronal cells; 190,000 compounds, 1.6% hits; NF-kB reporter expression; active compounds read high; fold change at 12.5 µM; in the data active = fold change above about 3.3
RAM inhibit: yeast RAM network inhibition; S. cerevisiae dse1pr::URA3 reporter, 5-FOA growth OD615, 2 d; analog-sensitive cbk1-as2 kinase mutant strain; inhibition, % at 50 µM; 190,000 compounds, 1.8% hits;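 active = inhibition above a set limit, 3 SD over mean compound inhibition, cut at about 8.4% in these data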;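 note: 0% = DMSO-only wells with no growth and 100% = 10 µM 1-NA-PP1 full growth; inhibition rescues growth on 5-FOA so higher OD means more RAM inhibition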
STAT1 inh: reduces IFN-gamma driven STAT1 reporter signal | 200,000 compounds, 0.35% hits | AID 920 | inhibition, % at 5.5 µM | NIH 3T3 STAT1-luciferase reporter, luminescence;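 active = inhibition above a set limit, the mean inhibition across all tested compounds plus 3 SD, cut at about 34% in these data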;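 note: 0% = IFN-gamma with DMSO and 100% = IFN-gamma with 300 µM nifuroxazide; values of inactives mirror those of a sister screen read the other way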
APP 5UTR inh: APP translation inhibition; SH-SY5Y APP 5'UTR-luciferase reporter, luminescence; inhibition, % at 2 µM; 190,000 compounds, 0.82% hits; AID 1285;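 active = inhibition above a set limit, derived from the sample mean plus 3 SD, cut at about 45% in these data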; note: values of inactives mirror those of a sister screen read the other way
Hsp70 act: switches on Hsp70 transcription; HeLa Hsp70 promoter luciferase reporter, luminescence; scaled: vehicle 0, proteasome-inhibitor control 100%; activation, % at 10 µM; 200,000 compounds, 0.04% hits; AID 1203;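 active = activation above the mean across all tested compounds plus 3 SD, cutoff set per campaign, cut at about 5.5% in these data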;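 note: 100% = MG132 at 30 µM as the positive control and 0% = DMSO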
STAT3 act: increases IL-6 driven STAT3 reporter signal. U3A cells, IL-6 STAT3-luciferase reporter, luminescence; 100% = signal with IL-6 EC80 alone. AID 871. activation (% of control), % at 5.6 µM. 190,000 compounds, 0.91% hits;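 active = activation above the screen-wide mean of compound activation plus 3 SD, cut at about 130% in these data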;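 note: 0% = background luminescence of wells with medium and substrate only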
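System – human U3A cells carrying STAT3-luciferase construct · Probe or stimulus – Interleukin-6, 33 ng/mL · Schedule – compound 1 h, then IL-6 6 h at 37 °C · Signal – luminescence from STAT3-driven luciferase reporter · Evaluation – percent of IL-6-only median luminescence · Benchmarks – IL-6-only high control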
APP 5'UTR act: APP 5'UTR luciferase reporter activation | AID 1276 | 190,000 compounds, 1% hits | activation, % at 2 µM | SH-SY5Y APP 5'UTR luciferase reporter, luminescence; zero percent = DMSO vehicle wells;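 active = activation above a set limit, based on mean plus 3 SD of controls, cut at about 140% in these data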; note: values of inactives mirror those of a sister screen read the other way
FLuc inh counter: counter-screen for luciferase assay inhibitors: firefly luciferase inhibition; P08659; ATPLite firefly luciferase biochemical luminescence, 10 min; inhibition, % at 10 µM; 200,000 compounds, 1.5% hits; AID 1006;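 active = inhibition above about 50% when tested at 10 µM, limit read from the data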
Target sequence (P08659 whole entry, looked up): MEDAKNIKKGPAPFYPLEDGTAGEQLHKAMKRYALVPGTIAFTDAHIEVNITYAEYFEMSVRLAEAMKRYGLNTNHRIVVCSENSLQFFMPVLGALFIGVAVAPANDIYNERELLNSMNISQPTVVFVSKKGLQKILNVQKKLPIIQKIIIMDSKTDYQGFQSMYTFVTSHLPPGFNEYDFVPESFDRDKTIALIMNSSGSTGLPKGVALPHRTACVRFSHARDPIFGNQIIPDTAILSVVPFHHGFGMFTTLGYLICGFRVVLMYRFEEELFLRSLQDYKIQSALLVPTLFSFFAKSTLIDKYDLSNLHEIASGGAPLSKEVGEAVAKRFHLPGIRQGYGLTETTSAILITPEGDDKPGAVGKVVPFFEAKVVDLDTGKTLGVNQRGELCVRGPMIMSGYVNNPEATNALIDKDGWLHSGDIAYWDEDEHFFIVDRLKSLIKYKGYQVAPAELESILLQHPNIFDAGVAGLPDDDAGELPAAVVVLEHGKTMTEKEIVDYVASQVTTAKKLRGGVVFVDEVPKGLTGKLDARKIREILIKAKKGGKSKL
The depositor's hits bear a star; · = not tested or not shown. This is a random part of the collection; 7.7% or so of the library scored in one or more.

SMILES	RAM inhibit	APP 5UTR inh	STAT3 blocker	Hsp70 act	STAT1 inh	STAT1 activator	NF-kB neuron act	FLuc inh counter	APP 5'UTR act	STAT3 act
O=C(O)CC(NC(=O)C1c2ccccc2Oc2ccccc21)c1ccc(Cl)cc1 (stereo not drawn)	4.1	11.8	-11.1	-0.5	10.2	90.8	0.94	6.3	-11.8	105.3
Cn1cnnc1SCC(=O)c1cc2ccccc2oc1=O	0.4	3.8	-24.6	-0.2	0.3	99.7	0.87	-11.0	-3.8	125.0
Cc1cccc(N2CCN(C(=O)C(Cc3ccccc3)n3cccc3)CC2)c1C (stereo not drawn)	7.2	-3.7	-1.1	-0.4	6.1	94.6	0.73	-6.6	3.7	105.3
O=C1CC(c2ccco2)Cc2c1cnn2-c1nc2ccccc2s1 (stereo not drawn)	5.2	14.3	-6.8	-0.1	-3.7	105.8	1.16	-4.0	-14.3	103.3
COc1ccc(CC(=O)Nc2ccc(C(=O)Nc3ccccc3C(=O)O)cc2)cc1OC	4.5	-0.1	-6.0	-0.1	-1.0	100.9	1.01	-1.6	0.1	102.8
O=C(Nc1cccc(Cl)c1)c1cccc(Oc2ccc([N+](=O)[O-])cc2Cl)c1	6.7	-7.2	11.7	-0.2	2.4	97.8	0.85	-10.1	7.2	90.1
Cc1oc(-c2ccccc2F)nc1CN1CCC(C(=O)NCc2cccnc2)CC1	-0.1	-20.2	1.7	0.2	-1.0	100.9	1.07	-5.3	20.2	100.8
CCC(C)OC(=O)C1=C(C)OC23OC(N)=C(C#N)C12C(=O)c1ccccc13 (stereo not drawn)	4.0	-6.9	-7.9	-0.1	7.5	101.2	0.97	-5.8	6.9	107.8
CCC1CCCCN1C(=O)COc1ccccc1NC(C)=O (stereo not drawn)	0.2	0.8	3.4	0.3	-5.4	103.2	0.89	-3.4	-0.8	100.2
Cc1ccc(-n2c(-c3cnccn3)n[nH]c2=S)cc1	1.4	-2.3	7.4	0.0	-1.2	98.1	0.93	-2.9	2.2	97.7
Cc1ccccc1Nc1nnc(SCC(=O)c2cc3ccccc3o2)s1	1.5	12.4	-31.9	-0.6	7.3	95.3	1.08	-8.0	-12.4	123.1
COc1ccccc1/C=N/NC(=O)c1ccc(Cn2nc([N+](=O)[O-])cc2C)cc1	0.9	21.1	10.7	-0.2	3.6	96.8	0.96	-1.7	-21.1	89.2
OCCn1c(-c2ccccc2)csc1=Nc1ccccc1	0.3	-17.8	46.5*	-0.5	12.1	88.3	1.08	-5.9	17.8	62.2
Cn1c(NC(=O)C[n+]2cc(-c3ccccc3)n3c2CCC3)cc(=O)n(C)c1=O	-0.8	-6.8	2.5	-0.1	4.4	96.0	1.01	-4.5	6.8	96.7
NC(=O)c1ccsc1NC(=O)CSc1nnc2ccccn12	1.8	-6.2	1.9	0.0	-7.3	105.4	1.23	-4.6	6.2	105.3
Fc1ccc(N2Cc3ccsc3C=N2)cc1	1.4	-38.6	10.7	-0.1	-10.0	108.8	1.44	-3.1	38.6	93.0
Cc1ccc(N2CCC(N3CCN(C4CCCCC4)C(CCO)C3)CC2)cc1 (stereo not drawn)	0.3	2.5	-2.8	0.2	-2.1	100.3	1.13	-6.9	-2.5	107.0
CCN1CCN(C(=O)c2ccc3c(=O)n(CCC4=CCCCC4)c(=O)[nH]c3c2)CC1	0.0	-1.6	13.6	0.0	0.4	99.6	1.44	-3.4	1.6	92.1
Cc1nn(C)c(C(=O)N2CCc3ccccc32)c1Br	2.4	-9.8	-20.3	-0.1	4.7	95.8	1.19	-4.7	9.8	119.6
CCCn1c2ccccc2c2nc3ccccc3nc21	3.1	4.5	-9.5	-0.1	-7.3	106.7	1.09	-8.1	-4.5	110.7
O=C(CSc1nnnn1C1CCCCC1)NCc1cccc(C(=O)O)c1	0.1	-1.1	1.0	-0.4	-0.9	100.9	0.97	2.7	1.1	98.8
Cc1nc2ncnn2c(C)c1CCC(=O)NCCc1ccccc1	1.7	-17.5	0.2	-0.3	5.8	94.6	1	-6.0	17.5	101.1
C=CCOC(=O)C1=C[C@H](c2coc3ccccc3c2=O)C[C@H](OCc2ccc(CO)cc2)O1	2.0	-8.7	·	-0.1	2.8	98.9	0.92	-1.3	8.7	·
Clc1ccccc1CSC1=NCCCN1	1.1	4.2	7.0	-0.2	-6.0	105.6	1.18	-4.6	-4.2	99.0
COc1ccc(C2c3[nH]c4ccccc4c3CCN2CCCn2cccn2)cc1C (stereo not drawn)	-1.2	-7.8	-49.9	-0.4	0.3	98.4	0.75	-1.3	7.8	147.8*
CC1CCCC(C)N1CCCNC(=O)Cn1cc2c(n1)CCCC2 (stereo not drawn)	1.3	1.7	4.4	-0.3	-6.3	105.7	1.21	-6.4	-1.7	100.3
Cc1nc2ccccc2nc1CSc1nnc(N)s1	0.8	-10.3	-9.0	-0.2	-0.3	100.3	1.05	-4.9	10.3	113.0
COc1cccc(CCc2nnc(CCC(=O)NC(C)c3c(C)nn(C)c3C)o2)c1 (stereo not drawn)	0.4	1.3	7.4	-0.3	-4.0	102.4	1.17	-9.3	-1.3	98.2
O=C(CNCC1CCCO1)Nc1ccccc1-n1cccc1 (stereo not drawn)	2.8	3.6	-1.2	-0.2	3.1	97.1	1.01	-7.0	-3.6	100.8
O=[N+]([O-])c1ccc(-c2cc(-c3ccc(Cl)cc3)n[nH]2)cc1	3.5	-9.4	26.3	1.3	-43.5	137.8*	1.7	-3.7	9.4	83.4
Cc1ccc(S(=O)(=O)Nc2nc(C)cc(NCCN)n2)cc1	1.5	-2.3	1.2	-0.2	-2.5	102.3	1.25	-6.4	2.3	104.2
C/C(=N\NC(=O)C1(C)CC1(Br)Br)c1ccc(NC(=O)C2CCC2)cc1 (stereo not drawn)	2.0	10.4	-7.5	0.5	2.9	97.4	1.04	-3.7	-10.3	110.0
CCN1CCN(CCCNC(=O)c2ccc3c(c2)NC(=O)c2ccccc2S3)CC1	0.3	-11.2	-7.4	-0.5	-7.7	108.1	1.1	-2.5	11.2	106.2
CON1C(=O)C(=O)N(OC)C(C)(C)C1(C)C	1.3	-11.9	-2.4	-0.3	4.7	95.8	0.97	-4.7	11.9	97.8
Cc1cc(C)c(C#N)c(N2CCN(Cc3ccccc3)CC2)n1	-0.8	11.5	3.4	0.1	-1.0	100.9	1.06	-5.6	-11.5	94.8
CN1CCc2ccccc2CC1=O	0.7	1.9	28.1	0.3	-2.4	101.7	1.2	-5.4	-1.9	77.6
C/C(CC(=O)Nc1ccc(F)cc1)=N\NC(=O)Cc1csc(N)n1	-0.9	2.6	-3.8	-0.3	-10.3	109.3	1.06	-9.3	-2.6	102.8
O=C(Nc1cc(Cl)ccc1N1CCOCC1)c1ccc2c(c1)OCCO2	4.3	-12.4	7.2	0.0	-7.2	105.3	0.94	-0.5	12.4	95.0
Cc1ccc(N2CCN(C(=O)CN3C(=O)c4ccccc4C3=O)CC2)cc1	2.9	-11.1	-8.4	-0.1	4.1	96.2	0.97	-8.7	11.1	104.3
COC(=O)C1(CCSC)NC(c2ccc(O)c(OC)c2)C2C(=O)N(c3ccc(C)cc3)C(=O)C21 (stereo not drawn)	2.3	8.3	9.2	-0.5	-3.9	101.6	0.97	-5.5	-8.2	95.0
O=S(=O)(NC1CC1)c1ccc(S(=O)(=O)N2CCC3(CC2)OCCO3)cc1	0.9	0.1	8.0	-0.1	1.4	97.0	1.19	-5.0	-0.1	95.1
O=C(CN1CCN(c2ccc(F)cc2)CC1)NCC1CCCO1 (stereo not drawn)	0.2	2.4	6.8	0.0	5.6	94.9	1.18	-5.9	-2.4	96.3
O=C(COC(=O)c1ccc(CSc2ccc(Cl)cc2)cc1)Nc1ccccc1	11.5*	-14.2	-16.3	-0.1	-2.6	102.4	0.92	-8.8	14.2	109.0
O=C(Nc1cccnc1)C1(F)C(F)(F)C(F)(F)C(F)(F)C(F)(F)C1(F)F	-1.9	-3.5	8.6	-0.1	20.4	81.0	1.24	-4.4	3.5	94.8
COC(=O)c1ccc(C(=O)OC)c(NC(=O)CSc2nc(-c3ccco3)cc(C(F)(F)F)n2)c1	·	-13.6	2.5	0.1	-7.2	103.2	·	·	13.6	99.1
COc1ccccc1-c1cc(C(F)(F)F)nc(S(=O)(=O)CCCC(=O)NC(C)C)n1	4.3	-4.7	10.7	-0.4	22.6	79.3	0.92	-4.0	4.7	92.8
O=c1cc(N2CCN(c3ccccc3)CC2)[nH]c(=O)n1-c1ccccc1	1.6	-14.2	6.3	0.2	-3.8	103.4	0.94	-3.7	14.2	98.7
CC(=O)NC(CCS(C)(=O)=O)C(=O)Nc1nc(C)cs1 (stereo not drawn)	2.5	-10.1	-7.0	-0.3	0.9	99.2	1.17	-4.4	10.1	110.1
COC(=O)c1[nH]c(C)c(/C(O)=C2\C(=O)C(=O)N(CCN(C)C)C2c2ccc(C)o2)c1C (stereo not drawn)	-0.7	7.9	0.7	-0.4	-3.1	102.9	1.01	-4.2	-7.9	101.0
CN1CCC2(CC1)N=C(c1ccc(F)cc1)C(=S)N2C(=O)c1ccc(C(C)(C)C)cc1	-2.4	14.8	-9.6	-0.4	-3.5	103.2	0.84	-3.5	-14.8	103.6

Next part.
SMILES	RAM inhibit	APP 5UTR inh	STAT3 blocker	Hsp70 act	STAT1 inh	STAT1 activator	NF-kB neuron act	FLuc inh counter	APP 5'UTR act	STAT3 act
COc1ccccc1-c1nnn(C/C(N)=N/O)n1	0.5	-1.5	-7.5	0.2	-12.9	111.5	1.14	-7.4	1.5	108.5
O=C(Nc1cccc(Cl)c1)c1ccc(NCCCN2CCOCC2)c([N+](=O)[O-])c1	0.0	13.2	14.0	-0.2	13.0	88.2	0.4	-6.4	-13.2	89.2
Cc1nonc1CN(C)C(=O)CC1C(=O)NCCN1Cc1c(F)cccc1Cl (stereo not drawn)	-0.5	-0.7	5.2	0.1	-2.8	101.2	1	-3.6	0.7	99.4
Cc1nc2ccccc2n1CC(O)COc1ccc(Br)cc1 (stereo not drawn)	0.0	7.0	21.7	-0.5	22.7	77.3	0.76	-7.8	-7.0	84.1
Cn1c(=O)[nH]c(=O)c2c1nc(CN1CCOCC1)n2Cc1ccc(F)cc1	1.9	0.6	-0.1	-0.4	-2.1	99.2	0.97	-6.8	-0.6	99.4
COc1ccccc1CNC(=O)CSc1nc(C)cs1	1.3	-10.2	6.1	0.1	-1.2	98.8	1.14	-2.8	10.2	96.5
COc1cc(CNc2ncn[nH]2)ccc1OCC(=O)NC(C)(C)C	0.6	-10.1	16.9	0.1	6.7	91.9	0.88	-0.2	10.1	91.1
CCO/N=C/C1=C(O)C(C(=O)OC)C(C)(C)CC1=O (stereo not drawn)	1.4	-17.8	9.8	-0.1	3.9	96.6	1.14	-2.9	17.8	99.4

Screening data (PubChem)
